# Compound activity as filed in PubChem BioAssay.
# PMI act satM6P = human PMI activators, high substrate, primary screen, biochemical, fluorescence intensity, near-saturating mannose 6-phosphate | activation factor at 20 µM | Mannose-6-phosphate isomerase (Homo sapiens), P34949 | actives 0.34% (n = 190,000) | coupled PMI enzyme assay, resazurin fluorescence, 20 min; active compounds read high; 1 = untreated enzyme, 0 = substrate-free blank;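 active = activation factor of 2 or more at 20 µM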
# Target sequence (P34949 whole entry, looked up): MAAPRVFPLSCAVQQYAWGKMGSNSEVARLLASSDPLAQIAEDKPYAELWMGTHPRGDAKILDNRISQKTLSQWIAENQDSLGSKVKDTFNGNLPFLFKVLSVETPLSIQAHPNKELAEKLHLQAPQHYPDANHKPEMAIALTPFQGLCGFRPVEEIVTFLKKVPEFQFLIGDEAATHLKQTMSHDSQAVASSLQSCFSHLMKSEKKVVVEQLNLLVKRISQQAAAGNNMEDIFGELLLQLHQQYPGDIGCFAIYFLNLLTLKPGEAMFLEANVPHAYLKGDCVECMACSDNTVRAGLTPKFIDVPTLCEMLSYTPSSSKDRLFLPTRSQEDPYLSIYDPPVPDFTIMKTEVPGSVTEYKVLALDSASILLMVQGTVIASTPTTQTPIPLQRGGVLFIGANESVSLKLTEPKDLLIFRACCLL
#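 assay system = human phosphomannose isomerase with PGI, G6PDH, diaphorase coupling enzymes | quantity = 15 ng/mL PMI | incubation = enzyme reaction with compound 20 min at room temperature | medium = HEPES pH 7.4 buffer with MgCl2 and Tween-20 | compound dosing = one concentration, 20 µM, in 1% DMSO | measured by = Diaphorase-driven resazurin-to-resorufin fluorescence, excitation 544, emission 590 nm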
# Diaphorase inh = diaphorase inhibitors and chemical oxidizers, primary screen, counter-screen for diaphorase-coupled primary assays, biochemical, uHTS, resorufin fluorescence. diaphorase resazurin-to-resorufin fluorescence, NADH, 16 min; bacterial (C. kluyveri) enzyme, not human. AID 1217, 2008. actives 0.69% (n = 190,000). inhibition, % at 20 µM;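 active = primary screen inhibition at 20 µM above a set limit, cut at about 50% in these data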;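 also: plate controls were DMSO with full reaction for no effect and wells lacking NADH for full effect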
#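 System: Bacterial diaphorase enzyme (C. kluyveri) | Incubation: 16-min room-temperature incubation before reading | Benchmarks: No-NADH positive control and DMSO neutral control | Measured by: Resorufin fluorescence 544/590 nm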
# TNAP inh hiacc = human TNAP enzyme inhibitors, primary screen, biochemical, luminescent, high phosphate acceptor level, uHTS; purified TNAP, CDP-star luminescence, 1 M DEA; actives 0.03% (n = 200,000); Alkaline phosphatase, tissue-nonspecific isozyme (Homo sapiens), P05186; inhibition, % at 20 µM;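 active = over 50% inhibition of tissue-nonspecific alkaline phosphatase at 20 µM in the single-dose screen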;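 also: plate controls were DMSO wells for no effect and EDTA-quenched wells as full inhibition for full effect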
# Target sequence (P05186 whole entry, looked up): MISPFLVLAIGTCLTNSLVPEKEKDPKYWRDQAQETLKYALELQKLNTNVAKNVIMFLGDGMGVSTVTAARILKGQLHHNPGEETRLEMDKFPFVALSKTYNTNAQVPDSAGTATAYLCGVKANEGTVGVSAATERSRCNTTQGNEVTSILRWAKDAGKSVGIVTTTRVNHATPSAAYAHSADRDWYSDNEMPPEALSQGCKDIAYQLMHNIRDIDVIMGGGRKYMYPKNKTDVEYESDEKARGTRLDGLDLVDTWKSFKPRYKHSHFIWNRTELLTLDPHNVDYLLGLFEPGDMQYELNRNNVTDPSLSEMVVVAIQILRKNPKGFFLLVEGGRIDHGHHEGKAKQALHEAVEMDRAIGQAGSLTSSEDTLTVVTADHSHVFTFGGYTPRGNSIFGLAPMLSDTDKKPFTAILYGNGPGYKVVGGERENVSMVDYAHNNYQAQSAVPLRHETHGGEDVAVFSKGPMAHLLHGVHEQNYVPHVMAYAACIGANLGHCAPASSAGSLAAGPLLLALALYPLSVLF
# PMI activator = activators of human PMI, primary screen, biochemical, fluorescence intensity, near-Km mannose 6-phosphate; Mannose-6-phosphate isomerase (Homo sapiens), P34949; activation factor at 20 µM; purified human PMI, coupled resazurin fluorescence, 20 min; active compounds read high; 1 = vehicle control, 0 substrate-free wells; actives 0.005% (n = 190,000);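 active = activation factor of 2 or more at 20 µM, relative to plate controls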
# TNAP act hi DEA = TNAP activators at high phosphate acceptor level, primary screen, biochemical, luminescence, uHTS. AID 1136, 2008. Alkaline phosphatase, tissue-nonspecific isozyme (Homo sapiens), P05186. 200,000 tested, under 10 active. purified TNAP, CDP-star luminescence, 1 M DEA, 30 min; active compounds read high; 0 = EDTA background, 1 = DMSO-only activity. activation factor at 20 µM;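 active = activation factor at least 2 at 20 µM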
#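 Control set: EDTA negative control, DMSO positive control / Assay system: human TNAP / Quantity: TNAP 1/800 final / Evaluation: TNAP activation factor scaled between EDTA and DMSO control wells / Measured by: luminescent substrate turnover signal / Compound dosing: one dose, 20 µM / Times: 30 min enzyme reaction at room temperature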
# bIAP activator = bovine intestinal alkaline phosphatase activators, primary screen, biochemical, bovine IAP, CDP-star luminescence. purified bovine IAP, 30 min; active compounds read high; fold of DMSO-control signal, blank-subtracted. AID 1016, 2008. activation factor at 20 µM. actives 0.17% (n = 200,000);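 active = activation factor of 2 or more at 20 µM, a signal rise over negative controls twice the positive control's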
# bIAP inh = bovine intestinal alkaline phosphatase inhibitors, primary screen, selectivity assay for TNAP inhibitor project, biochemical, bovine IAP, CDP-star luminescence | purified bovine IAP, 30 min | inhibition, % at 20 µM | 190,000 tested, under 10 active;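 active = over 50% inhibition of intestinal alkaline phosphatase at 20 µM in the single-dose screen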
#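 System: Purified bovine intestinal alkaline phosphatase (IAP) enzyme | Input: IAP diluted 1/65,000,000 in the well | Also added: CDP-star chemiluminescent phosphatase substrate, 30 µM final | Dosing: 20 µM single dose | Times: Enzyme reaction for 30 min at room temperature | Detection: Luminescence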
# Diaphorase act = compounds boosting diaphorase resazurin reduction – biochemical, uHTS, resorufin fluorescence, counter-screen for diaphorase-coupled primary assays, primary screen; Diaphorase/resazurin coupled assay, 16 min; active compounds read high; 1 = vehicle wells, 0 = NADH-free wells; activation factor at 20 µM; actives 0.005% (n = 190,000); AID 1229, 2008;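 active = diaphorase activity raised at least twofold by the compound at 20 µM; inactive = activation factor below 2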
#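 Assay system: Purified diaphorase enzyme from Clostridium kluyveri | Amount: Enzyme 0.07 U/mL final | Dosing: Compound 20 µM once, DMSO 1% | Timing: 16 min reaction at room temperature | Detection: Fluorescence, excitation 544 nm and emission 590 nm | Evaluation: Higher resorufin formation from activation or reduction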
# TNAP inh no acc = human TNAP enzyme inhibitors, primary screen, biochemical, luminescent, no phosphate acceptor, uHTS; Alkaline phosphatase, tissue-nonspecific isozyme (Homo sapiens), P05186; purified TNAP, CDP-star luminescence, 30 min; inhibition, % at 20 µM; actives 0.26% (n = 200,000);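 active = tissue-nonspecific alkaline phosphatase inhibition above about 50% at 20 µM in the single-dose screen, limit read from the data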;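 also: 0% = DMSO negative control and 100% = EDTA positive control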
# L major viab = Leishmania major promastigote growth inhibition, primary screen | Leishmania major promastigotes, resazurin fluorescence viability | inhibition, % at 10 µM | actives 9% (n = 200,000); in the data active = inhibition above about 50%;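 also: promastigotes grown with compound for 44 hours at 28 °C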
# Starred values were filed as active, the others as inactive; . = no result given.
SMILES,PMI act satM6P,Diaphorase inh,TNAP inh hiacc,PMI activator,TNAP act hi DEA,bIAP activator,bIAP inh,Diaphorase act,TNAP inh no acc,L major viab
COc1nc(NCc2ccc(Cl)cc2)nc(OC)n1,0.9,11,-2,0.8,1,0.9,7,0.9,-10,0
Oc1c(C(Nc2cccc(C(F)(F)F)c2)c2ccncc2)ccc2cccnc12 (stereo unspecified),1,21,-4,0.9,1,1.3,-30,0.8,-25,100*
CCn1c2ccccc2c2nnc(SCC(=O)N3CC(C)OC(C)C3)nc21 (stereo unspecified),1,19,0,1,1,1.1,-13,0.8,-12,3
Cc1cc(C)cc(NC(=O)c2ccc(S(=O)(=O)C(F)F)cc2)c1,0.9,20,3,0.9,1,0.9,14,0.8,-12,1
Cc1cccc(N2CCN(C(=O)C3COc4ccccc4O3)CC2)c1C (stereo unspecified),0.9,16,-5,0.8,1.1,1,-5,0.8,-4,11
Cc1ccc(C(=O)NCC#N)cc1,1,0,-6,1.2,1.1,1.1,-7,1,-7,-9
COc1ccc(C(=O)OCC(=O)Nc2ccc(OC(F)F)cc2)c(OC)c1,1,7,-6,0.9,1.1,0.9,6,0.9,-10,-2
O=C1C2CC=CCC2C(=O)N1c1ncn[nH]1 (stereo unspecified),1.1,-4,-8,1,1.1,1.4,-40,1,-31,-2
COC(=O)CCN(C(C)=O)c1ccc(N)cc1,1,8,-6,0.9,1.1,0.9,10,0.9,-15,-6
CNC(=O)NC(=O)COC(=O)c1ccc(-n2c(C)ccc2C)cc1,1,-3,1,1,1,1,-1,1,-6,-4
CC(=O)c1c(C)[nH]c(C(=O)CSc2nc3ccccc3c(=O)n2CCCO)c1C,0.9,10,-1,1,1,1.2,-19,0.9,-8,16
Cc1ccc(SCC(=O)NCCSCc2ccccc2)cc1,1,15,-1,1.1,1,1.1,-6,0.9,-13,-6
c1ccn2c(SCc3ccc4c(c3)OCCO4)nnc2c1,0.9,7,0,0.9,1,0.9,7,0.9,-8,-7
Cc1cc(C)nc(SCC(=O)c2c(N)n(C)c(=O)n(C)c2=O)n1,1,0,-2,0.9,1,0.9,8,1,-3,1
CNS(=O)(=O)c1cccc(C(=O)OCC(=O)Nc2ccccc2OC(F)F)c1,1,7,-1,1,1,1,4,0.9,-6,-9
CCn1c(SCC(=O)N2CCOCC2)nc(O)cc1=O,1,15,-9,1,1.1,0.6,39,0.8,-19,-2
O=C(Cc1ccc(Cl)cc1)c1c[nH]c(C(=O)NCCCn2ccnc2)c1,1,1,5,0.9,1,1.4,-41,1,-94,1
COc1cccc(Nc2cc(C)nc3nc(C)nn23)c1,1.1,8,-7,1,1.1,1,-2,0.9,-16,11
CCOC(=S)NC(=O)c1sc2ccccc2c1Cl,1,4,-9,1,1.1,1.1,-8,1,5,16
CCCCc1ccc(NS(=O)(=O)N(C)C)cc1,0.9,18,-9,0.9,1.1,0.8,21,0.8,-6,-6
COC(=O)Cn1ncc2c3ccccc3n(Cc3ccccc3)c2c1=O,1,19,-6,1,1.1,0.6,42,0.8,-10,-2
O=c1c(-c2ccc(Cl)cc2)[n+]([O-])c2ccccc2n1O,0.9,10,2,0.9,1,0.8,15,0.9,-8,7
CCN=C1S/C(=C\c2cc(Br)ccc2OCC(=O)OCC)C(=O)N1CC,1,2,-4,0.9,1,0.9,9,1,1,0
O=[N+]([O-])c1ccc2nc(SCc3ccccc3Cl)sc2c1,1.1,-6,-1,1,1,0.5,.,1.1,-5,0
COCc1ccc(C(=O)N2CCc3c([nH]c4ccccc34)C2c2ccccn2)s1 (stereo unspecified),0.9,16,-7,0.9,1.1,1.2,-16,0.8,-11,14
CCc1ccccc1NC(=O)Nc1cccc(F)c1,1,9,-3,1,1,1.1,-9,0.9,-8,24
CNc1c([N+](=O)[O-])cnn1-c1ccc(Cl)cc1,1,7,-4,1,1,0.9,6,0.9,-10,0
COc1cc(-c2nc(CN(C)C(C)c3ccncn3)c(C)o2)ccc1F (stereo unspecified),1,4,-3,0.9,1,1,-3,1,-9,10
Cc1ccc2c(Cl)cc(Cl)c(OCC(=O)NC(C)(C)C)c2n1,0.7,14,-2,0.9,1,1,0,0.9,-8,6
COc1ccccc1C(=O)Nc1ccccc1SC,0.9,20,-6,0.9,1.1,0.6,35,0.8,-16,1

# Compound profiles, as listed above. Order of screens: PMI act satM6P	Diaphorase inh	TNAP inh hiacc	PMI activator	TNAP act hi DEA	bIAP activator	bIAP inh	Diaphorase act	TNAP inh no acc	L major viab
# `COC(=O)Cn1ncc2c3ccccc3n(Cc3ccccc3)c2c1=O` is listed as 1	19	-6	1	1.1	0.6	42	0.8	-10	-2
# `O=c1c(-c2ccc(Cl)cc2)[n+]([O-])c2ccccc2n1O` is listed as 0.9	10	2	0.9	1	0.8	15	0.9	-8	7
# `O=[N+]([O-])c1ccc2nc(SCc3ccccc3Cl)sc2c1` is listed as 1.1	-6	-1	1	1	0.5	.	1.1	-5	0
# `COCc1ccc(C(=O)N2CCc3c([nH]c4ccccc34)C2c2ccccn2)s1` (stereo unspecified) is listed as 0.9	16	-7	0.9	1.1	1.2	-16	0.8	-11	14
# `COc1cc(-c2nc(CN(C)C(C)c3ccncn3)c(C)o2)ccc1F` (stereo unspecified) is listed as 1	4	-3	0.9	1	1	-3	1	-9	10

# Further results:
SMILES,PMI act satM6P,Diaphorase inh,TNAP inh hiacc,PMI activator,TNAP act hi DEA,bIAP activator,bIAP inh,Diaphorase act,TNAP inh no acc,L major viab
O=C(NNc1ccccc1[N+](=O)[O-])NC1CCCCC1,1,4,0,1.1,1,1,0,1,-2,-4
Cc1ccc(C(=O)CC2(O)C(=O)N(Cc3ccc4c(c3)OCO4)c3ccccc32)cc1 (stereo unspecified),0.8,29,-2,0.8,1,0.9,9,0.7,-4,-4
COCCNC(=O)C(OC(=O)c1ccco1)c1ccccc1OC (stereo unspecified),1,6,2,1,1,1,-2,0.9,-4,1
CC1=C(CC(=O)c2ccc(Cl)cc2)C(=O)c2ccccc2C1=O,1,34,-2,1.2,1,0.9,7,0.7,-6,2
CCCC(c1nnnn1C(C)(C)C)N1CCN(c2ccccc2)CC1 (stereo unspecified),1,2,-9,1,1.1,1.2,-17,1,-7,-6
CCN(CC)S(=O)(=O)c1ccc(N2CCOCC2)c(NS(=O)(=O)c2ccc(C)cc2)c1,1.1,1,5,1.1,0.9,0.9,5,1,1,31
CC12CCC(C(=O)NCCN3CCCCC3)(CC1=O)C2(C)C (stereo unspecified),1,-3,5,0.9,0.9,1,-1,1,-6,-4
Cc1ccc(NC(=O)CCC(=O)OCC(F)(F)C(F)F)cc1,0.9,14,-3,0.9,1,0.9,6,0.9,-13,-8
Cc1cccc(NC(=O)CS(=O)(=O)c2c[nH]c3ccccc23)c1C,1,-5,2,1,1,0.9,11,1,-1,1
C[C@H](N)c1nnc(SCc2c(Cl)cccc2Cl)o1,1.2,-16,-6,1.1,1.1,0.9,9,1.2,4,0
O=C(NCC(c1ccco1)N1CCOCC1)c1ccc([N+](=O)[O-])cc1 (stereo unspecified),1.1,14,-5,1.1,1,1,-3,0.9,-16,-1
Cc1ccc(SCCC(=O)NCc2ccncc2)cc1,.,.,-5,.,1,1,0,.,-13,-4
CCOC(=O)C(C)(C)C(=O)C(C)(C)C(O)c1ccccn1 (stereo unspecified),0.9,15,0,0.9,1,1,1,0.9,-4,-4
CC(C)C(C)(C#N)NC(=O)CSc1nnc(C(F)(F)F)n1C (stereo unspecified),1,0,-1,1,1,1.1,-6,1,-4,-8
O=C(NCc1ccccn1)c1ccc(Cn2c(=S)[nH]c3ccc(Br)cc3c2=O)cc1,0.9,-8,-1,0.9,1,1,2,1.1,-6,9
Cc1ccc(-c2csc(=S)n2CC(=O)OCC(=O)NCc2ccc(F)cc2)cc1,1,13,0,0.9,1,0.9,7,0.9,-9,11
CCCCCCN(C(=O)CCCCCN1C(=O)NC(c2ccc(Cl)cc2)C(C(=O)OCc2ccccc2)=C1C)C(C(=O)NCCCC)c1ccc(OCC(=O)OC)c(C(=O)OC)c1 (stereo unspecified),0.9,24,-2,0.9,1,0.6,36,0.8,-6,1
COc1ccccc1OCc1ccc(C(=O)N(C)C)o1,0.9,6,-1,0.9,1,1,-2,0.9,-4,0
CCn1c(SCC(=O)Nc2nc(C)cs2)nnc1-c1ccco1,0.9,18,-4,0.9,1,0.9,8,0.8,-10,6
CCOc1ccc(-c2c[n+]3c(n2-c2ccccc2)CCCCC3)cc1,0.9,14,-3,0.8,1,1,-3,0.9,-10,100*
O=C(c1cccnc1)N1CCC(Oc2ccc(C(=O)N3CCCCO3)cc2)CC1,1,7,-6,1,1.1,0.9,8,0.9,-10,9
Cc1cc(NC(=O)CSc2nc(-c3ccco3)cc(C(F)(F)F)n2)no1,1.1,-3,3,1,1,1.1,-6,1,-4,-1
Cn1c(SCC(=O)c2ccc(F)cc2)nc2cccnc21,1,15,-5,1,1,0.9,12,0.9,-12,6
CC(C)(C)c1ccc(OCc2ccc(C(=O)N/N=C/c3ccc([N+](=O)[O-])cc3)o2)cc1,1,-12,1,1.1,1,0.9,9,1.1,2,0
O=C(CNC(=O)c1ccccc1F)Nc1ccccc1C(F)(F)F,1.1,5,-1,1,1,1,3,0.9,-95,-7
COc1cc(C(=O)Nc2ccncc2)cc(OC)c1OC,0.9,8,-5,0.9,1.1,1.1,-7,0.9,-7,10
O=c1[nH]c(CSc2nnc(-c3ccccc3)n2-c2ccccc2)nc2ccccc12,0.9,18,3,0.9,1,1.1,-15,0.8,1,6
Cc1c(C(=O)O)[nH]c2c1C(=O)CC(c1ccc(Cl)cc1)C2 (stereo unspecified),1,8,-5,1,1.1,1,5,0.9,-4,-15
